RAD52 anneal inh: RAD52 DNA annealing inhibitors, primary screen, biochemical, FRET, single point, set 2; DNA repair protein RAD52 homolog (Homo sapiens), P43351; recombinant RAD52 DNA annealing, FRET fluorescence; inhibition, % at 18.7 µM; 0.46% of 360,000 active; AID 651710, 2012;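 active = every replicate showing at least 50% inhibition; inconclusive = mean inhibition at least 50% but not in every replicate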
Target sequence (P43351 whole entry, looked up): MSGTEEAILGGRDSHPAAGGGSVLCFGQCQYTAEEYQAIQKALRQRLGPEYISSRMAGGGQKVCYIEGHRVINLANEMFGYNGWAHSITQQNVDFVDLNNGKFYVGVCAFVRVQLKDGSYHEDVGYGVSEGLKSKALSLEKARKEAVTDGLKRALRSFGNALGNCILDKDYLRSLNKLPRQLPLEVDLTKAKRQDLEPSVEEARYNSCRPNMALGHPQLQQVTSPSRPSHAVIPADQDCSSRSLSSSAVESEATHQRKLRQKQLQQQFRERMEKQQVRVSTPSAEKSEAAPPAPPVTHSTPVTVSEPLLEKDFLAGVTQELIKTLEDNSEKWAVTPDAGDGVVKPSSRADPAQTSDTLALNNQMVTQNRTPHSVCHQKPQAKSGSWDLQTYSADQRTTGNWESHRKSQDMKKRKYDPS
DENV2 CPE rescue: inhibitors of DENV2 cytopathic effect, primary screen, cell-based, plate reader, single concentration; DENV2-infected cells, cytopathic effect rescue; CPE inhibition, % at 9.99 µM; 1.7% of 350,000 active; AID 651640, 2012; in the data active = CPE inhibition above about 20%, passing the limit was not always enough; inconclusive = no clear call, values can overlap the other calls; tested in BHK-21 cells;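 also: 0% = median of neutral control wells and 100% = median of positive control wells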
XiGFP reactiv: activators of inactive X chromosome reactivation, primary screen, imaging, XiGFP fibroblasts, GFP high-content imaging, set 2 | activation, % at 7.58 µM | XiGFP mouse fibroblasts, % GFP-positive cells imaging, 3 d; cells co-treated with 5-aza-dC sensitizer; scaled so ellipticine positive control = 100% | 0.055% of 360,000 active | AID 743238, 2013;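 active = mean normalized replicate activation at least 10% and every replicate at or above 10%; inconclusive = only one of the two criteria met; inactive = mean below 10% and not all replicates reach 10%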;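 also: 0% = median of on-plate neutral control wells and 100% = ellipticine 6 µM median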
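Assay system: SV40-immortalized XiGFP fibroblast cells, line 68-5-11; buffer or medium: DMEM plus 5-aza-dC sensitizer; compound: one concentration, pinned; timing: compounds 3 days, fix/stain 15 min at room temperature; benchmarks: positive control ellipticine, 6 µM final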
Casp6 inh: human caspase-6 inhibitors, primary screen, biochemical, VEID-R110 fluorescence, single point, set 2; 0.53% of 350,000 active; P55212; AID 686996, 2013; inhibition, % at 12.5 µM; purified caspase-6, Z-VEID-R110 cleavage fluorescence;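 active = mean inhibition across replicates at least about 35%, with every replicate also reaching that limit, limit read from the data; inconclusive = only one of the two criteria met; inactive = neither criterion met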;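 also: 0% = median of neutral control wells and 100% = no fluorescence left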
RAD54 branch: inhibitors of human RAD54 branch migration, primary screen, biochemical, fluorescence, single point. inhibition, % at 10.4 µM. AID 602329, 2012. DNA repair and recombination protein RAD54-like (Homo sapiens), Q92698. RAD54 Holliday junction branch migration, FAM/BHQ fluorescence. 0.14% of 360,000 active;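 active = mean normalized replicate activity at least 40 and at least half of replicates scoring 40 or more; inconclusive = only one of the two criteria met; inactive = mean below 40 and under half of replicates reaching 40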;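 also: 0% = median of neutral control wells and 100% = median of positive control wells; inhibitors cause a drop in the FAM fluorescence signal; in these data hits start at about 50%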
INS-1E GSIS act: GLuc luminescence reporter in INS-1E cells, primary screen for activators of glucose-dependent secretion of insulin; INS-1E GLuc reporter insulin secretion, 2-3 h; AID 743287, 2014; 0.61% of 370,000 active; activation, % at 16.6 µM;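 active = lowest replicate activation of at least 40%, so every replicate reaches that level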;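 also: 0% = median of neutral control wells and 100% = median of IBMX positive control wells; some compounds called inactive have numbers as strong as hits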
E-sel inducer: E-selectin induction in HUVECs, primary screen, imaging, HUVEC, immunofluorescence imaging, single point | P16581 | normalized: neutral wells 0, TNF-alpha wells 100 | activation, % at 7.58 µM | 0.37% of 260,000 active | AID 686992, 2013;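 active = mean E-selectin-positive cell signal at least 10% of the positive control, reached in at least 60% of replicates, without over 20% cell loss; inconclusive = no rule given, readout overlaps actives, possibly toxicity-flagged; inactive = the rest, including those meeting only one limit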;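 also: in these data hits start at about 27%; measured in HUVEC primary endothelial cells; signal is the percent of cells scored E-selectin positive by PE staining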
Target sequence (P16581 whole entry, looked up): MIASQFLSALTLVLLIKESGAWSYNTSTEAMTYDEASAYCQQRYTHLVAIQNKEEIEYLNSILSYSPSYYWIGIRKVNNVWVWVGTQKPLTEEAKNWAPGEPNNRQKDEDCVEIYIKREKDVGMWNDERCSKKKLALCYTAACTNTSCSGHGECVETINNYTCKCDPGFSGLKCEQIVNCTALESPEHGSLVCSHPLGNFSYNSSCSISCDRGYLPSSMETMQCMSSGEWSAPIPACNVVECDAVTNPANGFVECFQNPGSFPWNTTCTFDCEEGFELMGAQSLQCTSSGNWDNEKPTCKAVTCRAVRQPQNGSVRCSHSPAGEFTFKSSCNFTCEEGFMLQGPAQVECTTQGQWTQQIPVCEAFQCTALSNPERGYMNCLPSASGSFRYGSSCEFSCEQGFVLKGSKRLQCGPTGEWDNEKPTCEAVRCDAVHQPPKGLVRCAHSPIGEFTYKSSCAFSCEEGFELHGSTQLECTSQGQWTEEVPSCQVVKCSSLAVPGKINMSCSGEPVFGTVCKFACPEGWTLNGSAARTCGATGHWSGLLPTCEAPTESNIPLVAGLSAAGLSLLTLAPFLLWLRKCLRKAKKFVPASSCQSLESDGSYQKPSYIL
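Test system – human umbilical vein endothelial cells (HUVEC), E-selectin induction · Input – 3,000 HUVEC seeded per well · Buffer or medium – EGM-2, gelatin · Compound dosing – single-point compound dose · Detection – immunofluorescence imaging · Measure – percent E-selectin-positive cells · Controls – TNF-alpha high, DMSO low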
F508del corr: F508del CFTR correction, initial screen, CFBE line, single point; CFBE cells, YFP halide quenching; stimulated with forskolin plus potentiator P3; % fluorescence drop versus neutral controls; activity (quench increase), % at 7.58 µM; 0.36% of 350,000 active; AID 720511, 2013;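 active = mean added fluorescence quench of at least 8% versus neutral control, with both replicates also reaching 8%; inconclusive = only one of the mean or replicate conditions met; inactive = mean below 8% and not both replicates reaching 8%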;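 also: cells transiently co-express mutant CFTR-F508del with the halide-sensitive YFP; corrector assay measuring rescue of mutant channel to the surface after 24 h compound exposure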
Numbers without * were called inactive; & = joins results of further samples. Compounds were not picked by outcome, and some 3.7% of all compounds hit somewhere here.

For CC1(C(=O)NCCc2ccccc2)Cc2c(-c3ccccc3)ccnc2O1 (stereo not given) the results were RAD52 anneal inh 6, DENV2 CPE rescue -5, XiGFP reactiv -0.1, Casp6 inh 2, RAD54 branch -7, E-sel inducer -5.5 and F508del corr 0.7.
Screening COc1ccc(CCNC(=O)CCc2nc3sc4c(c3c(=O)[nH]2)CCCC4)cc1 returned RAD52 anneal inh -27, DENV2 CPE rescue -6, XiGFP reactiv -0.1, Casp6 inh 0, RAD54 branch -4, INS-1E GSIS act 8, E-sel inducer 0.2 and F508del corr 1.8.
Screening Cc1cc(C)n(C2=NS(=O)(=O)c3ccccc32)n1 returned RAD52 anneal inh -4, Casp6 inh 0, RAD54 branch -2 and INS-1E GSIS act 7.
`CO[C@@H]1CN(C)C(=O)c2cc(NC(C)=O)ccc2OC[C@H](C)N(S(=O)(=O)c2cn(C)cn2)C[C@H]1C` gave RAD52 anneal inh 5, DENV2 CPE rescue 14, XiGFP reactiv -0.5, Casp6 inh 1, INS-1E GSIS act 0, E-sel inducer -0.2 and F508del corr 2.0.
`CCCN(C)C[C@H]1Oc2cc(C3=CCCC3)ccc2S(=O)(=O)N([C@@H](C)CO)C[C@H]1C` gave XiGFP reactiv -0.5, INS-1E GSIS act 5, E-sel inducer -0.1 and F508del corr -1.6.
COc1ccc(CNC2CCCc3ccccc32)c(OC)c1 (stereo not given) was read as RAD52 anneal inh -5, DENV2 CPE rescue -2, XiGFP reactiv 0.0, Casp6 inh -1, RAD54 branch -3 and F508del corr -1.9.
`CCC(=O)N1[C@@H](CO)[C@H](c2ccc(-c3ccc(C#N)cc3)cc2)C12CN(C(C)=O)C2` gave RAD52 anneal inh -2, DENV2 CPE rescue -11, XiGFP reactiv 0.0, Casp6 inh 3, INS-1E GSIS act 4, E-sel inducer 1.6 and F508del corr -0.2.
`O=C(NCCSc1c[nH]c2ccccc12)C1CC1` gave RAD52 anneal inh -4, DENV2 CPE rescue -1, XiGFP reactiv 0.1, Casp6 inh -1, RAD54 branch 1, INS-1E GSIS act 2, E-sel inducer -0.2 and F508del corr -0.4.
C[C@@H]1[C@H]2CCCC[C@H]2CN(C(=O)OC(C)(C)C)[C@@H]1CC(=O)c1ccccc1 was read as RAD52 anneal inh -11, DENV2 CPE rescue -7, XiGFP reactiv 0.1, Casp6 inh 4, RAD54 branch -2, INS-1E GSIS act 19, E-sel inducer 1.5 and F508del corr 0.3.
`CNC[C@H]1Oc2ncc(-c3ccc(OC)cc3)cc2C(=O)N([C@H](C)CO)C[C@@H]1C` gave RAD52 anneal inh 31, DENV2 CPE rescue inconclusive, XiGFP reactiv -0.3, Casp6 inh -2, RAD54 branch -3, INS-1E GSIS act 8, E-sel inducer -2.5 and F508del corr 0.8.
For Cc1ccccc1S(=O)(=O)N1CCCCN2[C@@H](CO)[C@@H](c3ccc(-c4ccccc4)cc3)[C@@H]2C1 the results were RAD52 anneal inh -30, DENV2 CPE rescue -7, Casp6 inh -1, RAD54 branch -1 and F508del corr -2.2.
COc1ccc(C#Cc2cnc3c(c2)C(=O)N([C@@H](C)CO)C[C@H](C)[C@@H](CN(C)CC2CCCC2)O3)cc1 was read as RAD52 anneal inh 35, DENV2 CPE rescue 0, XiGFP reactiv -0.1, Casp6 inh 3, RAD54 branch 11, E-sel inducer 2.3 and F508del corr -2.8.
`Cc1ccccc1/C=N/NC(=O)c1ccc(-n2cnnn2)cc1` gave RAD52 anneal inh -11, DENV2 CPE rescue 0, XiGFP reactiv 0.1, Casp6 inh 0, RAD54 branch -1, INS-1E GSIS act -4 and F508del corr -1.4.
Screening Cc1ccc(S(=O)(=O)N(C)C[C@@H]2OCCCC[C@H](C)Oc3ccc(N(C)C)cc3C(=O)N([C@H](C)CO)C[C@@H]2C)cc1 returned XiGFP reactiv -0.1, INS-1E GSIS act 21, E-sel inducer -0.1 and F508del corr -3.1.
CCOc1ccc(Oc2ccc(NC(=O)CSc3nncn3C)cc2)cc1 was read as RAD52 anneal inh -12, DENV2 CPE rescue 2, XiGFP reactiv 0.5, Casp6 inh 1, RAD54 branch -3, INS-1E GSIS act 10, E-sel inducer -0.1 and F508del corr -0.7.
Cc1cc(NC(=O)Cc2csc(-c3ccccc3)n2)ccc1Br was read as XiGFP reactiv 0.1, RAD54 branch -5, INS-1E GSIS act -24 and E-sel inducer -0.1.
Screening O=S(=O)(Nc1ccc(OC(F)(F)F)cc1)c1cccc2nonc12 returned RAD52 anneal inh -5, DENV2 CPE rescue 7, XiGFP reactiv 0.0, Casp6 inh 1, INS-1E GSIS act 17, E-sel inducer 0.0 and F508del corr 3.1.
For CCc1cc(=O)oc2c(C)c(OCC(=O)N3CC[C@@]4(O)CCCC[C@H]4C3)ccc12 the results were RAD52 anneal inh -8, DENV2 CPE rescue inconclusive, Casp6 inh -2, RAD54 branch 2, INS-1E GSIS act -1 and F508del corr 3.4.
C[C@H]1CN([C@@H](C)CO)C(=O)c2cc(/C=C/c3ccccc3)cnc2O[C@H]1CN(C)C(=O)c1ccc(F)cc1 was read as RAD52 anneal inh 14, DENV2 CPE rescue -5, XiGFP reactiv -0.4, Casp6 inh 0, RAD54 branch -37, INS-1E GSIS act -18, E-sel inducer -0.4 and F508del corr -4.6.
`COCC(=O)N1C[C@@H](C)[C@@H](OC)CN(C)C(=O)c2cc(NS(C)(=O)=O)ccc2OC[C@H]1C` gave RAD52 anneal inh -2, DENV2 CPE rescue -6, XiGFP reactiv -0.5, Casp6 inh 2, RAD54 branch 4, INS-1E GSIS act 1, E-sel inducer -0.3 and F508del corr -2.7.
O=C(Nc1ccccc1[N+](=O)[O-])c1cc2ccccc2nc1Cl was read as RAD52 anneal inh -17, DENV2 CPE rescue 11, XiGFP reactiv -0.1, Casp6 inh -2, RAD54 branch 4, INS-1E GSIS act 5, E-sel inducer 3.0 and F508del corr 4.6.
`COc1ccc(S(=O)(=O)N(C)C[C@@H]2Oc3ccc(NS(=O)(=O)c4cccs4)cc3CC(=O)N([C@H](C)CO)C[C@H]2C)cc1` gave RAD52 anneal inh 2, DENV2 CPE rescue 1, XiGFP reactiv -0.5, Casp6 inh 1, RAD54 branch 0, INS-1E GSIS act 1, E-sel inducer -0.3 and F508del corr 0.8.
O=C(NCC[C@@H]1CC[C@H](NS(=O)(=O)c2ccc(Oc3ccccc3)cc2)[C@H](CO)O1)C1CC1 was read as RAD52 anneal inh 2, DENV2 CPE rescue 1, XiGFP reactiv -0.3, Casp6 inh -1, RAD54 branch 3, INS-1E GSIS act -4, E-sel inducer -0.2 and F508del corr -0.4.
For NNC(=O)CN(CCc1ccccc1)S(=O)(=O)c1ccc(Cl)cc1 the results were RAD52 anneal inh -6, DENV2 CPE rescue 1, XiGFP reactiv 0.0, Casp6 inh 0, INS-1E GSIS act 13 and F508del corr -0.1.
CCCCN1CN(S(=O)(=O)c2ccc(OC)cc2)c2nc3ccccc3nc21 was read as RAD52 anneal inh -65, DENV2 CPE rescue -4, XiGFP reactiv -0.1, Casp6 inh -2, RAD54 branch -4, INS-1E GSIS act 15, E-sel inducer 0.3 and F508del corr 1.0.
`C[C@@H]1CCCCO[C@@H](CN(C)Cc2ccc(C(=O)O)cc2)[C@@H](C)CN([C@H](C)CO)C(=O)c2cc(NS(C)(=O)=O)ccc2O1` gave RAD52 anneal inh 2&-13, DENV2 CPE rescue 6&-1, XiGFP reactiv 0.0&-0.1, Casp6 inh 4&5, RAD54 branch 5, INS-1E GSIS act 5&0, E-sel inducer -0.1&-0.8 and F508del corr -1.5&-1.1.
For CN(C)c1ccc(-c2cc3ccccc3c(=O)o2)cc1 the results were RAD52 anneal inh -26, DENV2 CPE rescue 114*, XiGFP reactiv 0.1, Casp6 inh -1, RAD54 branch 11, INS-1E GSIS act 3 and F508del corr 1.0.
COc1ccc(S(=O)(=O)NC(C)C(=O)N2CCCCCC2)cc1 (stereo not given) was read as RAD52 anneal inh 5, DENV2 CPE rescue 10, XiGFP reactiv 0.1, Casp6 inh 0, RAD54 branch -3, INS-1E GSIS act 17, E-sel inducer 0.0 and F508del corr -2.4.
`O=C(NCc1ccco1)/C(=C\c1ccc(F)cc1)NC(=O)c1ccco1` gave RAD52 anneal inh -9, DENV2 CPE rescue -2, XiGFP reactiv 0.3, Casp6 inh 5, RAD54 branch -6, INS-1E GSIS act 0, E-sel inducer -0.4 and F508del corr 1.4.
`CC(C)NC(=O)Nc1ccc2c(c1)C(=O)N([C@H](C)CO)C[C@H](C)[C@H](CN(C)Cc1ccc(C(=O)O)cc1)OCCCC[C@H](C)O2` gave RAD52 anneal inh -4, DENV2 CPE rescue 5, XiGFP reactiv 0.4, Casp6 inh -1, RAD54 branch 2, INS-1E GSIS act 16, E-sel inducer -0.1 and F508del corr 0.6.
`COc1ccccc1N(C)S(=O)(=O)c1ccc(C(=O)Nc2cccc(Br)c2)cc1` gave RAD52 anneal inh -5, DENV2 CPE rescue 5, XiGFP reactiv 0.0, Casp6 inh -1, RAD54 branch 6, INS-1E GSIS act -20, E-sel inducer -0.3 and F508del corr 1.7.
`CO[C@@H]1CN(C)C(=O)c2ccc(NC(=O)c3ccccc3)cc2OC[C@@H](C)N(C(C)=O)C[C@@H]1C` gave RAD52 anneal inh 13, DENV2 CPE rescue -7, XiGFP reactiv -0.1, Casp6 inh -2, INS-1E GSIS act -4, E-sel inducer 0.0 and F508del corr -2.9.
For Cc1noc(C)c1NC(=O)Nc1cccc2c1O[C@H](CN(C)CC1CCCCC1)[C@@H](C)CN([C@H](C)CO)C2=O the results were RAD52 anneal inh 8, DENV2 CPE rescue 17, XiGFP reactiv -0.7, Casp6 inh -2, RAD54 branch 10, INS-1E GSIS act -3, E-sel inducer -3.5 and F508del corr 4.3.
O=C(COc1ccccc1)Nc1ccc(N2CCN(C(=O)c3ccco3)CC2)cc1 was read as RAD52 anneal inh -15, DENV2 CPE rescue 1, XiGFP reactiv 0.0, INS-1E GSIS act 3 and F508del corr -0.2.

Molecules above that have a Cl atom, in the order listed:
O=C(Nc1ccccc1[N+](=O)[O-])c1cc2ccccc2nc1Cl was read as RAD52 anneal inh -17, DENV2 CPE rescue 11, XiGFP reactiv -0.1, Casp6 inh -2, RAD54 branch 4, INS-1E GSIS act 5, E-sel inducer 3.0 and F508del corr 4.6.
For NNC(=O)CN(CCc1ccccc1)S(=O)(=O)c1ccc(Cl)cc1 the results were RAD52 anneal inh -6, DENV2 CPE rescue 1, XiGFP reactiv 0.0, Casp6 inh 0, INS-1E GSIS act 13 and F508del corr -0.1.
